Screening results deposited in PubChem by National Center for Advancing Translational Sciences (NCATS).
Cycloheximide cs: affects cycloheximide protein synthesis inhibition readout, counter-screen. cell reporter, cycloheximide protein synthesis inhibition counterscreen. max response, %. 12% of 300,000 active; in the data active = max response mostly above about 13%, no sharp cut-off; inactive = mostly below about 14%; note: read at 38.3 µM for the half of the compounds with a filed dose; 0% is about no effect
Shiga toxin inh: Shiga toxin inhibition. Vero cells, Shiga toxin protein synthesis inhibition reporter. inhibition, % at 38.7 µM. 9.2% of 290,000 active. AID 2315; in the data active = inhibition mostly above about 28%, no sharp cut-off; inactive = mostly below about 43%; note: 0% is about no effect
AmpC no deterg: inhibitors of E. coli AmpC beta-lactamase without detergent. P00811. AmpC nitrocefin hydrolysis, absorbance 480 nm, 0.0001% Triton. Potency, µM (doses to about 57.1 µM), without a hit: at the highest dose activity change, negative = inhibition, hits mostly inhibitors. 0.52% of 330,000 active. AID 485341;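 note: potency is the fitted concentration of half-maximal effect; plate controls were no compound for no effect and no enzyme for full effect; nearly all actives have a fitted effect of over 20% in size; some results filed as inactive show a strong effect at the top dose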
Target sequence (P00811 whole entry, looked up): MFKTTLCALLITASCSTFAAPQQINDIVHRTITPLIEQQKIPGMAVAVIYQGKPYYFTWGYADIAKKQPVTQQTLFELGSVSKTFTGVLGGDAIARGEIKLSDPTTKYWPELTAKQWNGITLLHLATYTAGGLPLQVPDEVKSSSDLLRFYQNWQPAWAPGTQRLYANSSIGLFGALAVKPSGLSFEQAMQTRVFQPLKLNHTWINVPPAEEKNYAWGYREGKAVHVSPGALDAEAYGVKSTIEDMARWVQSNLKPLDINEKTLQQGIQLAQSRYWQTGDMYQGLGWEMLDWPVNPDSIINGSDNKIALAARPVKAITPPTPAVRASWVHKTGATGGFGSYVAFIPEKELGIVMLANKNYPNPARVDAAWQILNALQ
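AmpC (5.3 nM in the dispensed reagent) in 20 mM phosphate pH 7.0 with 0.01% (detergent screen) or 0.0001% Triton X-100 was preincubated with compounds for 15 min at room temperature. Nitrocefin was then added from an 800 uM solution, and hydrolysis was followed at 480 nm.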
Giardia FBPA inh: Giardia lamblia aldolase inhibition | A8B2U2 | purified Giardia FBPA | Potency, µM (highest dose often 59.6 µM), inactives show top-dose activity, negative = inhibition, actives largely listed as inhibitors | 0.71% of 290,000 active | AID 2451; note: potency is the fitted concentration of half-maximal effect; % is set by controls: 0 for no effect and ±100 for the full control effect; nearly all actives have a fitted effect of over 55% in size
Target sequence (A8B2U2 whole entry, looked up): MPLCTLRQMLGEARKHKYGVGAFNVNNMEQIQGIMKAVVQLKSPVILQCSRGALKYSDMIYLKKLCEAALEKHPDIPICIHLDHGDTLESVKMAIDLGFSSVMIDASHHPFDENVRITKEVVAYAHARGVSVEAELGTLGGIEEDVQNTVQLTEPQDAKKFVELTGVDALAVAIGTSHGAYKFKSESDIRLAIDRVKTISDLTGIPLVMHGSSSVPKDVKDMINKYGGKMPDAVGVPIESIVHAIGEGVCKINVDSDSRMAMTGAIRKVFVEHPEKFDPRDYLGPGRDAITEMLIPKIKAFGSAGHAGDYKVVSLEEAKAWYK
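Giardia FBPA (40 nM reagent) was preincubated 10 min at RT with compound (up to 57.5 uM final), then substrate plus GAPDH/TPI/NAD/arsenate coupling system with diaphorase/resazurin was added; resorufin fluorescence (525/598 nm) was read after 20 min.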
AMA1-RON2 inh: inhibitors of Plasmodium falciparum AMA1-RON2 interaction; 0.2% of 360,000 active; Potency, µM (series often up to 58.2 µM), without a hit: at the top dose activity change, negative = inhibition, usual class: inhibitors; AID 720542; AlphaScreen AMA1-biotinylated RON2 peptide binding;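 note: potency is the fitted concentration of half-maximal effect; 0% = vehicle wells and -100% = peptide control; nearly all actives have a fitted effect of over 45% in size; some results filed as inactive show a strong effect at the top dose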
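AMA1 (3D7) with his tag at 25 nM final met compounds first, then biotinylated RON2 peptide at 25 nM; detection used donor plus acceptor beads, 10 µg/mL apiece, read by AlphaScreen after 30 min at room temperature.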
AmpC inh detg: AmpC beta-lactamase inhibition with detergent present; 0.041% of 370,000 active; AmpC hydrolysis of nitrocefin, absorbance 480 nm, 0.01% Triton; Potency, µM (top dose mostly 114 µM), for the others: at the top dose activity change, negative = inhibition, usual class: inhibitors;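 note: potency is the fitted concentration of half-maximal effect; 0% = no-compound wells and -100% = no-enzyme wells; nearly all actives have a fitted effect of over 25% in size; some results filed as inactive show a strong effect at the top dose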
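AmpC (5.3 nM in the dispensed reagent) in 20 mM phosphate pH 7.0 with 0.01% (detergent screen) or 0.0001% Triton X-100 was preincubated with compounds for 15 min at room temperature. Nitrocefin was then added from an 800 uM solution, and hydrolysis was followed at 480 nm.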
HCMV antiviral: inhibitors of human cytomegalovirus. HFF cells, HCMV-luciferase reporter, 72 h; hits give low values. activity change, negative = inhibition, % at 57.5 µM. 4.5% of 410,000 active. AID 1259415; in the data active = activity change below about -60%; inconclusive = no clear call, values can overlap the other calls; inactive = above about -39%; note: % is set by controls: 0 for no effect and ±100 for the full control effect
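Two compound doses tested in HFFs infected with HCMV-luciferase, MOI 1 PFU/cell, 72 h at 37C. Lysate luminescence read with OneGlo; data normalized against buffer-only and 10uM Salinomycin inhibitor controls.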
Active calls of the source: *; i = inactive; ? = inconclusive; · = no result given; [ ] = remark or other dose. Unless noted, calls come from the whole dose curve; as a rule, active = well fitted curve in the direction sought with a large enough effect; inconclusive = small, poorly fitted or top-dose-only effect, or another doubt; inactive = no such curve, though single readings can be large; an effect the other way counts as inactive or inconclusive.

SMILES	Cycloheximide cs	Shiga toxin inh	AmpC no deterg	Giardia FBPA inh	AMA1-RON2 inh	AmpC inh detg	HCMV antiviral
CN1CCN(C(=O)C2=C[C@H](c3csc4ccccc34)C[C@H](OCc3ccc(CO)cc3)O2)CC1	-2.0	-21.5	188.7%[activator]	2.4%	-5.5%	7.3%	19.1
CCC(C)NC(=O)c1ccc(COc2ccccc2Cl)cc1 (stereo unspecified)	15.4*	46.1	-20.1%	8.8%	-6.7%	3.8%	-15.9
Cc1ccc2cc(C)c3nnc(SCC(=O)N4CCN(C(=O)c5ccco5)CC4)n3c2c1	10.0	-10.5	114.5%[activator]	-9.4%	-3.8%	-0.5%	-12.6
c1ccc2sc(SCc3ccc(-c4nnco4)cc3)nc2c1	37.6*	73.0*	-1.3%	12.7%	77.2%[activator]	?	81.3
COC(=O)c1cc(C)sc1NC(=O)CN1CCN(C(=O)C2CCCO2)CC1 (stereo unspecified)	-9.8	-26.0	-23.2%	·	38.7%[activator]	10.8%	-19.5
Cc1ccc(S(=O)(=O)N2CCC[C@H]2C(=O)OCc2cc(=O)oc3cc(C)ccc23)cc1	·	·	4.6%	·	-7.6%	·	-8.6
COc1cc(/C=N/NC(=O)c2ccc(O)cc2)ccc1OCC(=O)N1CC(C)OC(C)C1 (stereo unspecified)	14.1*	36.9*	-29.0%	1.6%	-13.9%	1.9%	24.9
COc1ccc([C@]23Cc4c(ccc5ccccc45)C(O2)C2=C(CCCC2=O)O3)cc1	6.4	i	-30.0%[11.4 µM]	-3.8%[12.9 µM]	·	-13.3%[22.9 µM]	·
CCc1ccc(NC(=O)Cn2cnc3sc(C)c(S(=O)(=O)N4CCOCC4)c3c2=O)cc1	5.5	-5.9	0.0%	11.1%	-10.6%	-14.6%	24.3
CC(C)(C)OC(=O)NCCCCCc1nnc(SCc2ccccc2F)o1	-1.8	-2.8	56.4%	7.1%	27.5%	-4.3%	70.0
CCc1cc2c(=O)[nH]c(Cc3ccc(OC)cc3)nc2s1	7.4	12.5	-3.9%	2.5%	-2.2%	3.9%	83.8
COc1ccccc1OCC(=O)N/N=C/C=C/c1ccc([N+](=O)[O-])o1	19.1*	13.0	-15.6%	-2.1%	14.1%	-2.4%	-38.2
CC(Oc1ccccc1C(N)=O)C(=O)Nc1ccc(S(=O)(=O)N2CCCC2)cc1 (stereo unspecified)	·	·	-21.6%	·	8.8%	-5.1%	-22.4
COC(=O)/C=C1/S/C(=N/NC(=O)c2ccccc2)NC1=O	14.4	-6.4	-17.8%	?	2.6%	-12.8%	11.8
COc1ccc(C)cc1NC(=O)/C=C/c1ccc(OC)c(S(=O)(=O)N2CCOCC2)c1	·	·	146.6%[activator]	·	-10.7%	-11.5%	-21.7
O=C1CC(c2ccc3c(c2)OCO3)CN1 (stereo unspecified)	-2.4	-16.8	-33.4%	5.9%	1.8%	?	3.2
COC(=O)c1ccc2c(=O)n(CCN3CCOCC3)c(=S)[nH]c2c1	-4.6	-0.2	-14.3%	-17.5%	-1.2%	0.3%	?
COc1ccc(Br)cc1S(=O)(=O)Nc1ncn[nH]1	-1.0	-13.1	-11.3%	-6.4%	13.6%	6.9%	36.4
COc1ccc(-c2ccc(SCC(=O)N3CCCC3)nn2)cc1OC	3.4	11.5	-1.8%	1.5%	16.7%	-9.0%	22.2
Cc1ccc(N2C(=O)[C@@H]3C(c4ccc(F)cc4)=NO[C@@H]3C2=O)cc1	-2.8	12.5	-20.5%	3.7%	-2.2%	-3.0%	-35.5
COc1ccc(-c2cc(C(=O)Nc3ccc(O)cc3)c3ccccc3n2)cc1OC	28.2*	61.5*	22.8%	-26.7%	-16.8%	1.7%	9.8
CCCN1Cc2cccc(C(=O)NCCCOC(C)C)c2C1=O	-3.3	-4.5	18.4%	-0.4%	-8.6%	7.5%	-26.3
CCOC(=O)c1sc(NC(=O)C2CC(=O)N(c3ccc4c(c3)OCCO4)C2)nc1C (stereo unspecified)	·	·	73.4%[activator]	·	-2.1%	-4.1%	-23.3
COC(=O)c1ccccc1NC(=O)CCS(=O)(=O)c1ccc(Br)s1	16.2	16.3	-13.7%	-2.1%	-3.4%	-4.5%	-7.0
COc1ccc(CN(C)C(=O)Cc2ccc(S(=O)(=O)N3CCOCC3)s2)cc1OC	·	·	22.3%	·	1.3%	-6.9%	-4.2
Cn1c(SCC(=O)N(Cc2ccccc2)C(C)(C)C)nc2ccccc21	1.2	24.9	-19.5%	0.8%	-2.1%	-5.1%	31.1
CC1=CC(C)(C)NC(=O)N1c1ccc(C)cc1	14.4	20.4	-8.4%	0.9%	11.6%	-4.7%	-0.6
O=C(Nc1ccc(C(=O)O)cc1)/C(=C/c1cccc(Br)c1)NC(=O)c1ccco1	-0.3	-6.3	-13.3%	1.0%	17.9%	-1.0%	-10.7
COc1ccc(N2CCN(C(=O)CSc3ccccc3N)CC2)cc1	12.4*	-2.6	7.0%	-6.7%	-6.3%	1.5%	73.4
CCn1c2c(c(C)cc1=O)C(=O)CC(C)(C)C2	-2.1	-2.9	-17.0%	1.4%	20.1%	-11.1%	-15.2
Cc1ccc(C(c2c(C)[nH][nH]c2=O)c2c(C)[nH][nH]c2=O)cc1	-1.2	-2.2	-53.1%	-18.3%	-3.2%	0.2%	-8.9
CCc1ccccc1OCC(=O)NCC1COc2ccccc2O1 (stereo unspecified)	·	·	0.4%	·	11.8%	·	-38.6
COc1cc(CNn2cnnc2)ccc1OCC(=O)NC1CCCCC1	-5.5	-17.9	-15.7%	0.6%	17.3%	?	-9.4
Cn1nc(C(F)(F)F)c(/C=N/OC(=O)c2ccccc2)c1SCc1ccccc1Cl	-3.5	-28.3	-18.6%	-0.3%	-6.7%	-5.2%	?
COc1cc(Cl)ccc1OCc1cc(C(=O)NC(C)Cc2cccnc2)no1 (stereo unspecified)	48.4*	53.2*	32.8%	·	1.6%	0.0%	37.8
O=C(Nc1ccc2c(c1)OCO2)C(c1ccc(Cl)cc1)N1CCC2(CC1)OCCO2 (stereo unspecified)	11.6	14.3	68.8%[activator]	-0.8%	-8.0%	-8.7%	-7.5
C/C(CC(=O)NCc1ccc(Cl)cc1)=N\NC(=O)Cc1ccccc1	-2.0	8.9	-6.7%	-19.2%	14.6%[2.32 µM]	-13.3%	9.6
CC(CC(=O)Nc1nc2ccccc2[nH]1)n1ccnc1 (stereo unspecified)	12.9	-17.4	-9.8%	0.0%	27.6%	?	-15.8
COc1cccc(C(=O)Nc2ccc(NC(=O)c3cc4ccccc4o3)c(OC)c2)c1	-2.4	-4.3	-10.2%	0.9%	-1.4%	?	-27.8
Cc1ccc(S(=O)(=O)NCCC(=O)N2CCN(S(=O)(=O)c3ccccc3)CC2)cc1C	·	·	16.9%	·	-4.1%	?	-25.1
C[C@@H](c1ccccc1)N1Cc2ccccc2Oc2cc(Br)ccc2S1(=O)=O	·	·	-43.7%	·	0.1%	·	-38.4
COc1ccc(C(=O)NCCC2=CCCCC2)cc1S(=O)(=O)N1CCOCC1	·	·	22.2%	·	13.0%	-7.2%	-18.2
O=C(CCN1c2ccccc2Sc2ccccc21)OCC(=O)N1CCN(C(=O)c2ccco2)CC1	-1.6	4.4	150.6%[activator]	8.1%	-31.9%	-12.3%	27.2
Cc1ccc(C2C=C(c3ccc4c(c3)OCO4)Nc3ncnn32)cc1 (stereo unspecified)	-1.0	16.6	-41.2%	0.7%	74.1%[activator]	-11.4%	-7.6
O=C(N/N=C/c1cc([N+](=O)[O-])ccc1O)c1cccc2ccccc12	-1.6	-4.8	-42.3%	14.8%	·	-5.1%	-111.7*
O=C(COc1ccc(Br)cc1F)NC1CCN(Cc2ccccc2)CC1	-2.9	-14.7	12.1%	2.8%	1.0%	?	-26.3
O=C1NC2(CCCCC2)Cc2ccccc21	-4.6	15.7	-29.6%	3.7%	6.0%	?	73.9
CCOCCN1CCN(c2c3c(nc4cc(-c5ccc(F)cc5)nn24)CCC3)CC1	-7.1	-6.6	-1.9%	-3.8%	-1.5%	-20.5%	16.1
O=C(/C=C/c1ccc(O)c(O)c1)OC(Cc1ccc(O)c(O)c1)C(=O)O (stereo unspecified)	1.2	5.3	-53.2%	?	-9.1%	?	-28.7
CC(C)c1ccc(O)c(NC(=O)c2ncn[nH]2)c1	-1.9	15.9	-36.8%	-7.4%	85.7%[activator]	-10.5%	-6.9
CC(C)CNC(=S)Nc1ccc(Oc2ccccc2)cc1	20.7*	22.9	-17.5%	9.1%	14.2%	1.8%	-62.7*
CN(C(=O)COC(=O)c1cc([N+](=O)[O-])ccc1N1CCCC1)C1CCS(=O)(=O)C1 (stereo unspecified)	-4.3	-14.3	-7.1%	0.0%	-2.6%	7.0%	34.4

By substructure, those above containing an aryl thioether with sulfur outside any ring (7)
SMILES	Cycloheximide cs	Shiga toxin inh	AmpC no deterg	Giardia FBPA inh	AMA1-RON2 inh	AmpC inh detg	HCMV antiviral
Cc1ccc2cc(C)c3nnc(SCC(=O)N4CCN(C(=O)c5ccco5)CC4)n3c2c1	10.0	-10.5	114.5%[activator]	-9.4%	-3.8%	-0.5%	-12.6
c1ccc2sc(SCc3ccc(-c4nnco4)cc3)nc2c1	37.6*	73.0*	-1.3%	12.7%	77.2%[activator]	?	81.3
CC(C)(C)OC(=O)NCCCCCc1nnc(SCc2ccccc2F)o1	-1.8	-2.8	56.4%	7.1%	27.5%	-4.3%	70.0
COc1ccc(-c2ccc(SCC(=O)N3CCCC3)nn2)cc1OC	3.4	11.5	-1.8%	1.5%	16.7%	-9.0%	22.2
Cn1c(SCC(=O)N(Cc2ccccc2)C(C)(C)C)nc2ccccc21	1.2	24.9	-19.5%	0.8%	-2.1%	-5.1%	31.1
COc1ccc(N2CCN(C(=O)CSc3ccccc3N)CC2)cc1	12.4*	-2.6	7.0%	-6.7%	-6.3%	1.5%	73.4
Cn1nc(C(F)(F)F)c(/C=N/OC(=O)c2ccccc2)c1SCc1ccccc1Cl	-3.5	-28.3	-18.6%	-0.3%	-6.7%	-5.2%	?
